From PubChem
NCOA2 inhibitor – inhibits human steroid receptor coactivator 2 | Q15596 | HEK293 GAL4-SRC2 luciferase reporter, luminescence | inhibition, % at 9 µM | 0.17% of 370,000 active;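 active = inhibition above the mean inhibition of all tested compounds plus 3 SD, set per campaign, cut at about 52% in these data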;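 also: 0% = DMSO treated cells and 100% = cells given Gossypol at 36 µM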
TLR9-MyD88 block – inhibitors of human TLR9-MyD88 binding; Q9NR96+Q99836; AID 504734; 0.21% of 340,000 active; CHO BLA complementation TLR9-MyD88, CCF4 FRET ratio; inhibition, % at 4.98 µM;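 active = inhibition above the mean over all tested compounds plus 3 SD, cut at about 21% in these data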;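 also: 0% = DMSO only wells and 100% = clavulanate BLA inhibitor control wells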
N-glyco inh – blocks N-linked glycosylation in D54 reporter cells. AID 588692. reporter increase, % at 12.5 µM. 0.23% of 360,000 active. D54 ERlucT glycosylation luciferase reporter, 24 h; percent of 100 nM tunicamycin response;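 active = mean luciferase reporter signal, scaled so untreated is 0 and the glycosylation-blocking control 100, at or above a set limit in every replicate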;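 also: luciferase carries N-glycosylation sites so blocking glycosylation raises the light; 0% = median of neutral control wells and 100% = median of 100 nM tunicamycin wells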
* = called active by the depositor; . = no result given.

SMILES	NCOA2 inhibitor	TLR9-MyD88 block	N-glyco inh
COC(=O)C1=C(C)N(Cc2ccco2)C(=O)N[C@@H]1c1cccc(C(F)(F)F)c1	.	-3	.
CCCCNC(=O)C(C1CCCCC1)N(CCN(C)C)C(=O)CCCN1C(=O)NC(c2ccc(-c3ccccc3)cc2)C(C(=O)OCc2ccccc2)=C1C (centres undefined)	.	-4	.
COc1ccc(C#Cc2ccc3c(=O)c4ccccc4n(C)c3c2)cc1	.	-2	.
CC(C)CCNC(=O)[C@H](CC(C)C)NC(=O)[C@H]1O[C@@H]1C(=O)O	.	.	0
O=C(Nc1cccnc1)c1ccc(CSc2ccc(Cl)cc2)o1	-16	.	.
Cc1ccc(C2NC(C(=O)O)CS2)cc1 (centres undefined)	-10	.	.
Cc1noc(C)c1C(C)C1=CCCCC1 (centres undefined)	12	.	.
CCOCCCNC(=O)C1CCN(S(=O)(=O)c2cc3c(cc2Br)CCN3C(=O)CC)CC1	-24	.	.
COC(=O)C1CN(Cc2ccccc2)CCS(=O)(=O)N1Cc1cn(Cc2ccccc2)nn1 (centres undefined)	-14	.	.
Cc1cc(NS(=O)(=O)c2ccc(NC(=O)CSc3nnc(-c4cccnc4)n3-c3ccccc3)cc2)nc(C)n1	-12	.	.
Cc1ccc(-n2c(SCC(=O)Nc3ccc(S(=O)(=O)Nc4cc(C)nc(C)n4)cc3)nnc2-c2ccncc2)cc1	-20	.	.
O=C(Cc1ccccc1)N1O[C@H]2C=C[C@@H]1C2	-16	.	.
COC(=O)[C@]12C[C@H](CC(=O)NCc3cccc4ccccc34)C(=O)N(Cc3cccc4ccccc34)C1=C[C@H](C(C)(C)C)O[C@@H]2C	5	.	.
O=C(CCc1ccccc1)N[C@H]1[C@H](OC(=O)c2ccco2)CCC[C@]12C(=O)N(Cc1ccccc1)c1ccccc12	-5	.	.
O=C(C(=O)N1CCC(CNS(=O)(=O)c2cc(C(F)(F)F)cc(C(F)(F)F)c2)CC1)c1cccs1	14	.	.
Cc1ccc(NC(=O)C2CCCN(c3nnc(-n4cccc4)s3)C2)c(C)c1 (centres undefined)	-11	.	.
COC(=O)C1CN(Cc2cn(CCC3OCCO3)nn2)CCS(=O)(=O)N1Cc1ccc(F)cc1 (centres undefined)	4	.	.
CCCCc1cc2c(cn1)=C(OC(=O)c1cnc3ccccc3n1)C(C)(OC(=O)CC)C(=O)C=2 (centres undefined)	-26	.	.
CCC(CC)(CC(=O)Nc1cccc(/C=C/c2nc(C3CCC3)cs2)c1)C(=O)O	-34	.	.
COc1cccc([C@@H](NC(=O)C(F)(F)F)[C@@H]2CCCC=C2c2ccccc2)c1	-3	.	.
O=C(C(=O)N1CCN(C(=O)c2cc(C(F)(F)F)cc(C(F)(F)F)c2)CC1)c1cccc(C(F)(F)F)c1	-2	.	.
COc1cc2c(c(OC3OC(CO)C(O)C(O)C3O)c1)C(=O)CC(c1ccc(O)cc1)O2 (centres undefined)	-54	.	.
COC(=O)c1cc(=O)nc(NN=C(C)C)s1	19	.	.
Oc1ccc2ccccc2c1C=Nc1ccc(N2CCOCC2)cc1	-27	.	.
O=C(Nc1ccc(Cl)c(C(F)(F)F)c1)NC1CC2CCCC(C1)N2Cc1ccccc1 (centres undefined)	19	.	.

The results go on:
SMILES	NCOA2 inhibitor	TLR9-MyD88 block	N-glyco inh
O=c1[nH]c2ccc(S(=O)(=O)N3CCCC3)cc2o1	13	.	.
COc1ccc(-c2nnc(SCC(=O)c3ccc4c(c3)OCCO4)o2)cc1	-1	.	.
Nc1[nH]c(C(=O)c2ccc(Br)cc2)c(-c2ccc3c(c2)OCO3)c1C(=O)NCCc1c[nH]c2ccccc12	1	.	.
CCCCCc1cccc2[nH]cc(-c3ccccc3)c12	8	.	.
CCOC(=O)CNC(=O)CSc1nnc(-c2ccc(C(C)(C)C)cc2)n1-c1ccc(Cl)cc1	-7	.	.
COC[C@@H]1CCCN1c1cccc2c1S(=O)(=O)N(C1CC1)CC[C@@H](C)O2	18	.	.
CCC1=C/C(=C/c2sc3ccccc3[n+]2CC)CC(C)(C)C1	22	.	.
C=CCC12C=C(OC)C(=O)C(C1=O)C1c3ccccc3CC12 (centres undefined)	10	.	.
O=C(Cc1ccc(NC(=O)C2CCN(C(=O)CCc3ccccc3)CC2)cc1)Nc1cccc(C(=O)N2CCCC2)c1	-9	.	.
CC(C)CNc1cccc2c1S(=O)(=O)N[C@@H](Cc1ccccc1)CO2	6	.	.
COC(=O)/C=C1\OC(C)c2ccccc21 (centres undefined)	-7	.	.
CC(C)CNC(=O)OCc1cn(Cc2c(F)cccc2F)nn1	-5	.	.
Cc1ccnc(NS(=O)(=O)c2ccc3c(c2)CCO3)c1	-4	.	.
Clc1cccc(Cl)c1CNc1ccc(N2CCCC2)cc1	-10	.	.
Cc1ccc2nc(-c3ccc(F)cc3)c(Cc3cccc(F)c3)n2c1	-46	.	.
CN(C)C(=O)C[C@H]1C[C@@H]2c3cc(NC(=O)NC4CCCC4)ccc3O[C@@H]2[C@@H](CO)O1	-1	.	.
NC(=O)c1ccsc1NC(=O)COC(=O)C1CCCN1C(=O)c1cccs1 (centres undefined)	-5	.	.
COc1cccc(N2CCN(CC(=O)NCc3ccccc3C)CC2)c1	-2	.	.
N[C@H](C(=O)N1CCC[C@@H]1C(=O)N1CCC2CCN(S(=O)(=O)c3ccccc3)CC21)c1ccccc1 (some centres undefined)	-6	.	.
COC1=C[C@H](C(=O)NCc2ccc(Br)cc2)[C@H](C)[C@@H](c2ccccc2)CC1=O	18	.	.
Cc1cccc(Cn2cc(CN3CC(N4CCN(CCOC(=O)c5cc6ccccc6o5)CC4)CS3(=O)=O)nn2)c1 (centres undefined)	-29	.	.
O=C(Nc1ccc(Oc2ccccc2)cc1)C1CCCN1S(=O)(=O)c1cccc2cccnc12 (centres undefined)	19	.	.
COC(=O)[C@]12C[C@H](CC(=O)N3CCC(c4ccccc4)CC3)C(=O)N(CCc3ccc(OC)c(OC)c3)C1=C[C@H](C(C)(C)C)O[C@@H]2C	-32	.	.
CCc1c(-c2cccc(Cl)c2)ncn1CCc1ccccc1OC	-16	.	.
Cc1nn(-c2ccccc2)c2sc(C(=O)N3CCN(Cc4ccccc4)CC3)cc12	17	.	.

Carrying on.
SMILES	NCOA2 inhibitor	TLR9-MyD88 block	N-glyco inh
O=C(OC12CCCN(C1)/C(=C/c1ccncc1)C2)c1ccc(F)cc1 (centres undefined)	27	.	.
CCCCN1CCN(C2=NC(=O)N(c3ccc(Br)cc3)C(=O)C2)CC1	3	.	.
COC(=O)[C@]12C[C@H](CC(=O)N3CCC(c4ccccc4)CC3)C(=O)N(CCC3=CCCCC3)C1=C[C@H](COCc1ccccc1)O[C@@H]2C	4	.	.
C[C@H]1CN(S(=O)(=O)C(C)(C)C)[C@@H](CCO)/C1=C\c1ccccc1	1	.	.
CCc1ccc(-c2nc(CN3CCC(C(=O)NCc4ccco4)CC3)c(C)o2)cc1	-25	.	.
COCC1CN(CCc2ccc(F)cc2)S(=O)(=O)c2c(F)cccc2O1 (centres undefined)	1	.	.
Cc1cc(Oc2cccc3c2S(=O)(=O)N([C@H](C)c2ccccc2)C[C@@H](COCc2ccccc2)O3)cc(C)c1C	-14	.	.
Fc1ccc(NC(=S)Nc2ccc(Cl)cc2Cl)cc1	-6	.	.
COC(=O)C1=C(C)N(Cc2cccc(C(F)(F)F)c2)C(=NCc2ccc(OC)cc2)NC1c1cccc(C(F)(F)F)c1 (centres undefined)	7	.	.
CCOc1ccc(-n2c(COc3ccc(Cl)cc3)nnc2SCC(=O)Nc2ccc(OCc3ccccc3)cc2)cc1	-1	.	.
Cc1ccc(-n2c(C)c([N+](=O)[O-])c3ccc(O)cc32)cc1	38	.	.
CC(=O)N1c2ccccc2C(=O)NCC1C(=O)NC(C)(C)C (centres undefined)	-3	.	.
NC(=O)NN=C1CCC(O)CC1CC(=O)O (centres undefined)	-45	.	.
C[C@@H]1CN([C@@H](C)CO)C(=O)CCCn2nncc2CO[C@H]1CN(C)Cc1ccc(O)cc1	7	.	.
COCCNC(=O)C[C@H]1CC[C@H]2[C@@H](COc3ccc(NC(=O)Nc4cccc(F)c4)cc3C(=O)N2C)O1	-15	.	.
CC1(c2nnnn2C2CCCCC2)CCCC(=O)N1CCc1ccc(O)cc1 (centres undefined)	-6	.	.
COC(=O)[C@]12C[C@H](CC(=O)N3CCN(C(=O)c4ccco4)CC3)C(=O)N(CCc3ccc(OC)c(OC)c3)C1=C[C@H](C(C)C)O[C@@H]2C1CC1	-20	.	.
Cc1ccc(OC2CCN(C(=O)[C@@H](Cc3ccccc3)NC(=O)[C@H]3O[C@@H](n4ccc(=O)[nH]c4=O)[C@H](O)[C@@H]3O)CC2)cc1	4	.	.
Cc1cc(C)c2cc(CN(CCO)C(c3nnnn3Cc3ccc(F)cc3)C(C)C)c(=O)[nH]c2c1 (centres undefined)	-24	.	.
Cc1cccc(N=O)n1	-3	.	.
CCOC(=O)[C@]12CCCC=C1N(Cc1ccc(OC)cc1)C(=O)[C@@H]2CC(=O)N1CCC(c2ccccc2)CC1	4	.	.
CCCCCCCCN1C(=O)[C@@H](CC(=O)NCc2cccc3ccccc23)C[C@@]2(C(=O)OC)C1=C[C@H](COCc1ccccc1)O[C@@H]2C	5	.	.
O=C(NC1CCCC1)[C@@H]1CCCN1C(=O)[C@@H](NC(=O)N1CCOCC1)C1CCCCC1	-3	.	.
C=CCN=C1NC(CCc2ccccc2)C(C(=O)OC)=C(C)N1Cc1ccccc1C(F)(F)F (centres undefined)	0	.	.
CC(C)CN1C(=O)C[C@@]2(C(=O)N(C)c3ccc(NS(=O)(=O)c4ccc(F)cc4)cc32)C1c1ccccc1 (some centres undefined)	7	.	.
Cc1ccccc1N1CCN(C2=Nc3ccccc3Sc3ccccc32)CC1	2	.	.
CC(COc1cccc(C#N)c1)CN1CCC(C(O)(c2ccccc2)c2ccccc2)CC1 (centres undefined)	25	.	.
CCC(C)N(C(=O)CSc1nnc(-c2cccnc2)n1C1CCCCC1)C(C)CC (centres undefined)	-3	.	.
Cc1cc(C)c2c(=O)c(/C=C3\NC(=S)NC3=O)coc2c1	12	.	.
O=C(N[C@H](C(=O)N1CCC[C@H]1C(=O)NC1CCCC1)C1CCCCC1)c1ccc(Cl)cc1Cl	10	.	.

Only part of the results is shown; count on the stated rates, not on these rows.
